LDHA block: LDHA (human) enzyme inhibition; purified LDHA, NADH/diaphorase-resazurin fluorescence; stronger effect = lower value; activity change, % (values are at about 110 or 230 µM); 0.15% of 480,000 active; in the data active = activity change below about -30%; inconclusive = mostly about -25% to -30%;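 note: plate controls were DMSO wells for no effect and wells without enzyme for full effect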
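Resorufin fluorescence (ex540/em590), read at 0 and 20 min after diaphorase/resazurin addition, reports the NADH left after a 5 min room-temperature reaction of 2 nM human LDH5 with 0.06 mM NADH and 0.2 mM pyruvate.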
Vif-A3G inh: inhibitors of Vif-APOBEC3G interaction | Q9HC16 | HeLa A3G-eYFP + Vif (tagged APOBEC3G with the HIV-1 protein that degrades it), YFP fluorescence, overnight | Potency, µM (top dose mostly 46.1 µM), for the others: top-dose activity, negative = active, most hits filed as inhibitors | 0.076% of 410,000 active | AID 602310;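 note: potency is the fitted concentration of half-maximal effect; % is set by controls: 0 for no effect and ±100 for the full control effect; nearly all actives have a fitted effect of over 60% in size; hits raise eYFP signal because A3G escapes Vif-driven loss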
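HeLa cells stably expressing Vif and C-terminally eYFP-tagged A3G, seeded overnight at 37 deg C, then exposed to compound by pintool overnight at 37 deg C. Rise in yellow fluorescence (Ex 488/Em 500-530, Acumen) marks blocked Vif-driven A3G degradation.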
D2 antagonist: antagonists of human D2 dopamine receptor | HEK293 TREx D2 cells, calcium flux, dopamine EC80 | inhibition, % at 10 µM | AID 485344 | P14416 | 2% of 340,000 active; in the data active = inhibition above about 30%; note: 0% is about no effect
Target sequence (P14416 whole entry, looked up): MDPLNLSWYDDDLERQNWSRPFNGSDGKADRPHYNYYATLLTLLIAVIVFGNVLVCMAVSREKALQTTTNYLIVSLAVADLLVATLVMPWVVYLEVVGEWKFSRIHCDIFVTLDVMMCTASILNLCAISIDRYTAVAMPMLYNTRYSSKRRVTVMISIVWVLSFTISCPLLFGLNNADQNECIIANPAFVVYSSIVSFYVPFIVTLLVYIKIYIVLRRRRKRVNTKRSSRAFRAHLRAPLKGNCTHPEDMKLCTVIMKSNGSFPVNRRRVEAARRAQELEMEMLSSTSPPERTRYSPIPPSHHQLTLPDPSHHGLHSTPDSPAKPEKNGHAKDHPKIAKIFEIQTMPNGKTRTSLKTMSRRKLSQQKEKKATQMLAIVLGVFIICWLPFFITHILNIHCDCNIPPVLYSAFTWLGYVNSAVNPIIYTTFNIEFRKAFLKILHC
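Dopamine at EC80 is the agonist stimulus; test compounds precede it by 180 s. Calcium flux read kinetically in a force-coupled, inducible HEK293 T-REx D2 cell line.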
D2 agonist: activates the human D2 dopamine receptor; P14416; HEK293 T-REx D2 cells, calcium flux agonist mode; activation, % at 2 µM; 0.53% of 340,000 active;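 active = activation over 3 SD above normal in the single-dose calcium agonist read, cut at about 30% in these data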; note: 0% is about no effect
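HEK293 Trex D2 cells, tetracycline-induced, o/n 30 C 5% CO2; no-wash Ca dye, RT 30–90 min; 10-cycle baseline, 23 nl cpd added, kinetic Ca read 180 s; agonist hits = positive Ca response.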
ERG Ets-DNA blk: ERG Ets/DNA interaction inhibition; P11308; Potency, µM (titrated, usually from 76.9 µM), for inactives: at the highest dose FP activity, negative = inhibition, usual class: inhibitors; 0.028% of 370,000 active; fluorescence polarization, His-ERG Ets domain / labelled DNA; active = well fitted inhibition curve with a large enough effect in the polarisation, with a control signal flat; inconclusive = small, poorly fitted or top-dose-only effect, or effect the other way, or a change in a side signal; inactive = no such curve, though single readings can be large or run the other way; the % refers to the polarisation;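 note: polarization taken with two DNA probes labelled with fluorescein and Texas red; potency is the fitted concentration of half-maximal effect; % of control where 0% means no effect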
Target sequence (P11308 whole entry, looked up, the tested form may be a part): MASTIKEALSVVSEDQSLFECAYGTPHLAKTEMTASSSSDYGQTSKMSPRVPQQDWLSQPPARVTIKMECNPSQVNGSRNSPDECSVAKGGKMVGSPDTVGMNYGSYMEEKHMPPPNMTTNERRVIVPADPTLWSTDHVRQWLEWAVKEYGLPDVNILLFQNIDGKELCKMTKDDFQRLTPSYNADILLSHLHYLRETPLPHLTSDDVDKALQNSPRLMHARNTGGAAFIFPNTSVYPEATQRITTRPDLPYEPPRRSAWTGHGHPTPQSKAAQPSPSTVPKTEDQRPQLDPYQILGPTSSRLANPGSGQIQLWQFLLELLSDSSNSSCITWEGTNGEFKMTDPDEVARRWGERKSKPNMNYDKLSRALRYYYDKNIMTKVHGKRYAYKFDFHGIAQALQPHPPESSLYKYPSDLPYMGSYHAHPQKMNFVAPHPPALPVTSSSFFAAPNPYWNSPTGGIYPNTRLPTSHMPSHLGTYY
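His-tagged ERG Ets domain (1 uM in the protein solution; 300mM KCl, 50mM Tris-HCl, 1mM EDTA, 1mM DTT, pH 7.5) received compound, then a probe mix of 5 nM fluorescein-DNA and 100nM Texas-615-DNA. Fluorescence polarization was read for both dyes.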
RGS4 inh: inhibitors of human regulator of G protein signaling 4. 0.039% of 390,000 active. Potency, µM (titrated, usually from 114 µM), without a hit: at the highest dose activity change, negative = inhibition, actives largely listed as inhibitors. Transcreener GDP fluorescence polarization, RGS4-accelerated GTP hydrolysis. AID 504845. P49798; note: potency is the fitted concentration of half-maximal effect; % is set by controls: 0 for no effect and ±100 for the full control effect; nearly all actives have a fitted effect of over 75% in size; some results filed as inactive show a strong effect at the top dose
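MLSMR compounds (23 nl, pin-transferred) preincubated 10 min at room temperature with a 500nM (2x) first reagent, then RGS4 at 900nM (2x) plus Transcreener GDP mix added; fluorescence polarization (620/688 nm) read before and after 90 min at 30 °C.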
Vif-A3F inh: blocks the Vif interaction with APOBEC3F | 0.2% of 390,000 active | Potency, µM (highest dose often 46.1 µM), for the others: at the highest dose activity, negative = active | AID 602313 | HeLa A3F-eYFP + Vif (tagged APOBEC3F with the HIV-1 protein that degrades it), YFP fluorescence increase; note: potency is the fitted concentration of half-maximal effect; % of control where 0% means no effect; nearly all actives have a fitted effect of over 65% in size
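HeLa cells stably expressing Vif plus C-terminally eYFP-tagged A3F were seeded, incubated overnight at 37 deg C, dosed with compound, incubated overnight again at 37 deg C. Yellow fluorescence (Ex 488/Em 500-530) reported blocked Vif-mediated A3F-eYFP degradation.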
GRP78 ERSR act: inducers of ER stress response in human glioma cells. U87-MG GRP78 promoter luciferase reporter, 16 h. Potency, µM, without a hit: at the top dose activation, most hits filed as activators. 0.02% of 420,000 active. AID 602332; note: potency is the fitted concentration of half-maximal effect; series mostly up to about 76 µM; % of control where 0% means no effect; nearly all actives have a fitted effect of over 35% in size
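Stably transfected U87-MG glioma cells carrying a GRP78-based luciferase sensor; 16 h compound incubation. Luminescence end-point read 10 min after Bright-Glo addition at room temperature.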
ALOX12 inh: inhibitors of human 12S-lipoxygenase ALOX12; P18054; purified 12hLO, xylenol orange hydroperoxide absorbance; Potency, µM (titrated, usually from 108 µM), without a hit: at the top dose activity change, negative = inhibition, usual class: inhibitors; 1.1% of 580,000 active; AID 1671190; note: potency is the fitted concentration of half-maximal effect; % is set by controls: 0 for no effect and ±100 for the full control effect
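Purified human 12hLO (150 nM final) in 25 mM Hepes, 0.01% Triton X-100, pH 7.0 was preincubated 15 min at room temperature with compound. Then 40 uM arachidonic acid was added, 30 min. Hydroperoxide was read by Fe-XO absorbance ratio 573/405 nm.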
* marks the source's active call; other numbers are inactive results; ? = inconclusive; . = not tested or not shown; [ ] = remark or other dose. Unless noted, calls come from the whole dose curve; as a rule, active = well fitted curve in the direction sought with a large enough effect; inconclusive = small, poorly fitted or top-dose-only effect, or another doubt; inactive = no such curve, though single readings can be large; an effect the other way counts as inactive or inconclusive. Some of the compounds tested. The share of hits here may be higher or lower than overall.

SMILES	LDHA block	Vif-A3G inh	D2 antagonist	D2 agonist	ERG Ets-DNA blk	RGS4 inh	Vif-A3F inh	GRP78 ERSR act	ALOX12 inh
CC(C)Oc1cc(F)ccc1-c1cc(C(=O)NCCc2ccncc2)[nH]n1	-6.4	-1.1%	.	.	.	.	.	-4.3%	-18.5%
Cc1cc(-c2csc(NC(=O)c3cccc(S(=O)(=O)N(C)C)c3)n2)c(C)n1-c1ccccc1	-8.2	-2.7%	12.8	0.9	-1.0%	8.4%	-7.3%	-5.3%	-17.7%
Cc1noc(NC(=O)c2c(-c3c(Cl)cccc3Cl)noc2C)c1[N+](=O)[O-]	-1.9	0.9%	-2.9	0.3	-4.2%	-2.7%	-4.3%	-2.8%	?
O=c1[nH]c(=O)c2[nH]c(=S)[nH]c2[nH]1	1.1	2.4%	.	.	7.8%	?	2.7%	-3.3%	0.708µM*
O=C(NCCNC(=O)c1ccccn1)c1ccc(Cl)cc1	-2.4	-1.6%	11.6	-0.4	14.4%	-23.4%	-1.4%	-2.1%	-12.6%
O=C(Nc1ccc(F)cc1F)c1ccccc1NC(=O)C1CC=CCC1C(=O)O (configuration not stated)	-0.9	-11.5%	-2.1	0.6	3.3%	4.4%	-4.3%	2.8%	-0.9%
Oc1ccccc1-c1n[nH]c(=S)n1Cc1ccco1	-2.3	-0.4%	1.6	0.0	-6.3%	8.4%	1.0%	-2.4%	-25.1%
CN(C)C(/C=C/Nc1ccccc1F)=C(C#N)C#N	0.4	2.9%	11.4	0.1	.	11.2%	-3.3%	-3.8%	14.3%
COc1ncnc2c1ncn2CCCN[C@H](C)c1cccc2ccccc12	-3.4	-1.2%	.	.	.	.	-9.9%	-5.9%	-3.4%
CCCn1c(=O)c2sccc2n2c(CCCC(=O)NCc3ccco3)nnc12	-1.6	0.1%	0.8	-0.2	-8.0%	-34.3%	1.1%	-2.5%	-9.6%
COc1ccc(OC)c(S(=O)(=O)Nc2ccc(CC(=O)O)cc2)c1	-14.9	0.1%	-30.1	-0.5	0.0%	19.5%	-5.6%	-3.7%	-10.2%
O=C(Nc1cccc(Cl)c1)NC1CC2CCC(C1)N2Cc1ccco1 (configuration not stated)	-1.2	-2.3%	64.3*	1.2	3.3%	-4.4%	-0.7%	-1.8%	0.7%
CCCCN(C)CCNS(=O)(=O)c1ccc2c(c1)n(C)c(=O)c(=O)n2C	-0.2	0.3%	.	.	7.3%	-15.0%	-1.1%	-6.1%	?
Cc1cccc(NS(=O)(=O)c2ccc(C(=O)NCC(c3ccco3)N3CCCCC3)cc2)c1C (configuration not stated)	-4.1	4.2%	-2.9	0.5	7.8%	7.5%	-14.3%	-4.2%	-8.1%
Cc1ccc(CNC(=O)C2CCCN(S(=O)(=O)c3c(C)n[nH]c3C)C2)cc1 (configuration not stated)	3.7	0.7%	.	.	.	6.3%	-1.3%	-0.4%	-14.6%
Cc1ccc(S(=O)(=O)N(CC(=O)N2CCOCC2)c2ccc(Br)cc2)cc1	-6.3	-0.4%	-6.4	0.4	-0.5%	19.1%	-0.6%	-4.1%	-14.2%
O=C(COc1ccccc1)N(Cc1nnc(-c2ccccc2Cl)o1)C1CC1	-10.8	0.2%	-11.1	-0.1	-7.7%	-15.0%	-0.6%	1.0%	2.0%
CCOC(=O)CNC(=O)c1cc2c(=O)oc3ccccc3c2s1	3.8	6.0%	.	1.1	0.3%	-0.5%	2.8%	-3.3%	-1.8%
O=C(Nc1cc2c3c(c1)CC(=O)N3CCC2)c1c(F)cccc1F	0.5	-0.3%	-5.4	-0.4	-1.4%	-26.0%	3.0%	-2.4%	4.6%
Cc1ncc(CN2CCCC(C(=O)Nc3ccc(-c4cccc(F)c4)cc3)C2)cn1 (configuration not stated)	2.6	-6.0%	-4.0	-0.7	0.6%	22.6%	8.6%	-4.7%	?
O=c1[nH]nc(N/N=C/c2ccc(Cl)cc2Cl)c(=O)[nH]1	-5.9	-7.6%	4.3	-1.2	-10.7%	-21.2%[11.4 µM]	-0.2%	4.0%	0.0%
CC(C)C[C@H](NC(=O)[C@@H]1Cc2ccccc2CN1)C(=O)Nc1ccc(C(C)C)cc1	-4.5	0.6%	20.6	0.4	-2.0%	16.3%	0.1%	-3.1%	?
Clc1ccccc1-c1nnc(SCc2nc(-c3ccccc3)no2)n1-c1ccccc1	1.4	.	.	0.5	10.4%	4.2%	.	.	?
Cc1cccc(CSc2nnc(-c3ccco3)n2C)c1	-6.1	0.7%	-23.6	0.0	-2.0%	1.8%	-9.1%	2.4%	-25.0%
CCOc1ccc(N(CC(=O)N2CCN(C(=O)CN(c3ccc(OCC)cc3)S(C)(=O)=O)CC2)S(C)(=O)=O)cc1	1.9	-5.7%	11.9	-1.2	8.5%	-16.8%	-0.1%	-3.2%	-12.7%

Molecules shown so far that have an aryl methoxy group (two):
SMILES	LDHA block	Vif-A3G inh	D2 antagonist	D2 agonist	ERG Ets-DNA blk	RGS4 inh	Vif-A3F inh	GRP78 ERSR act	ALOX12 inh
COc1ncnc2c1ncn2CCCN[C@H](C)c1cccc2ccccc12	-3.4	-1.2%	.	.	.	.	-9.9%	-5.9%	-3.4%
COc1ccc(OC)c(S(=O)(=O)Nc2ccc(CC(=O)O)cc2)c1	-14.9	0.1%	-30.1	-0.5	0.0%	19.5%	-5.6%	-3.7%	-10.2%

(listing goes on)
SMILES	LDHA block	Vif-A3G inh	D2 antagonist	D2 agonist	ERG Ets-DNA blk	RGS4 inh	Vif-A3F inh	GRP78 ERSR act	ALOX12 inh
C[n+]1cn(CC(O)COCc2ccccc2)c2ccccc21 (configuration not stated)	?	0.4%	-14.5	0.0	-4.8%	-32.5%	-1.1%	1.1%	39.8µM*
COc1ccc(/C(O)=C2/C(=O)C(=O)N(c3ncccn3)C2c2ccc(OC)cc2)cc1 (configuration not stated)	-2.0	-0.7%	4.7	-0.8	-1.9%	-11.3%	1.1%	-3.6%	-10.3%
CN(CCCNC(=O)c1cc2c(=O)n(C)c3ccccc3c2s1)Cc1ccccc1	-1.4	2.3%	.	0.4	-2.3%	-11.8%	?	-1.3%	-2.1%
c1ccc2sc(NN=C3CCCCCC3)nc2c1	2.6	-13.8%	0.3	1.7	?	3.7%	?	-7.9%	-27.3%
Cn1c(-c2ccc(Cl)cc2)cnc1NCc1cc2c(cc1[N+](=O)[O-])OCO2	-19.8	-3.4%	-11.4	-2.2	-2.7%	-2.3%	-5.8%	-4.5%	?
COc1ccc(-n2c(SCC(=O)Nc3cccc(C(=O)O)c3)nnc2-c2ccco2)cc1	-1.9	-0.7%	12.5	0.5	-0.8%	10.1%	-2.4%	-4.9%	14.4%
Nc1cc(S(=O)(=O)Nc2ccc(Br)cc2)ccc1Cl	-0.8	-5.6%	-5.2	0.8	-4.5%	5.9%	8.0%	-4.9%	-29.8%
CCOC(=O)N1CCC(NC(=O)C2CCCN2C(=O)OCc2ccccc2)CC1 (configuration not stated)	-9.5	1.1%	0.0	0.3	4.7%	14.0%	1.1%	-5.4%	19.5%
OCC1CCCC(n2cnc3c(=S)nc[nH]c32)O1 (configuration not stated)	-4.5	-0.2%	2.1	0.0	8.3%	-28.4%	-12.9%	19.1%	?
O=C(NCc1ccccc1)C1CCCN(S(=O)(=O)c2cccnc2)C1 (configuration not stated)	3.3	2.2%	-6.4	1.1	3.6%	-22.0%	3.0%	0.9%	21.2%
COc1ccc(Nc2nccc(-c3ccc(C#N)cc3)n2)cc1	-7.6	-5.4%	.	.	-3.2%	2.4%	5.2%	-0.1%	0.0%
CC(C)(c1ccccc1)c1ccc(OCc2ccc(C(=O)O)o2)cc1	-4.1	0.7%	-13.8	0.8	9.6%	-2.3%	-7.7%	-7.1%	-1.4%
CCOc1ccc(CCNC(=O)Cn2nc(C)c3c(C)n(-c4ccccc4)nc3c2=O)cc1	-3.3	-8.2%	4.2	0.6	-5.5%	-18.9%	-10.0%	-2.5%	5.8%
COc1cc(C(=O)N2CCN(S(=O)(=O)c3ccc(Cl)cc3)CC2)ccc1OCC(=O)N1CCOCC1	2.8	0.3%	.	.	4.3%	-8.1%	-5.0%	-3.7%	5.1%
N#Cc1c(-c2ccc(F)cc2)cc(C2CC2)nc1SCC(=O)c1cccs1	0.3	-13.9%	17.9	4.3	-4.9%	20.3%	-28.3%	-4.8%	-10.2%
Cc1ccc(-n2nnc3c(=O)n(CC(=O)N4CCOCC4)cnc32)cc1	-0.1	2.4%	-8.3	0.3	-1.8%	-15.7%	7.2%	-2.7%	18.3%
CC(C)(C)c1cc(NC(=O)C2CCCO2)no1 (configuration not stated)	-2.7	-0.3%	3.3	0.6	-9.1%	3.2%	-0.3%	2.5%	-13.5%
COc1ccc2c(COC(=O)[C@@H]3CCCN3S(=O)(=O)c3ccc(Cl)cc3)cc(=O)oc2c1	0.0	0.1%	-1.0	0.0	3.8%	-15.7%	-0.3%	-2.4%	?
CCCNC(=O)N1CCN(S(=O)(=O)c2ccc(C)cc2)CC1	-1.3	-0.8%	20.9	-0.1	3.8%	-5.0%	-3.0%	-2.0%	3.6%
